Compound activity (PubChem BioAssay)
TNAP activators = human TNAP enzyme activators, primary screen, biochemical, luminescent, no phosphate acceptor, uHTS (AID 1001). one-dose activation fold at 20 µM; EC50 in µM for titrated hits. 0.03% of 200,000 active. purified TNAP, luminescent activation assay, no phosphate acceptor; higher activation fold means a stronger effect; in the data active = activation fold from about 3, or a potency from the dose series; inactive = the rest, 99 in 100 with activation fold below about 1.6; also: many of its hits are not listed in these tables
human PMI inhibition = MPI enzyme activity inhibition – biochemical, fluorescence intensity, coupled assay, primary screen (AID 1209); inhibition, % at 20 µM; hits with a dose series show IC50 in µM; 0.42% of 190,000 active; purified PMI enzyme, coupled fluorescence intensity; higher % means a stronger effect;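 also: plate controls were DMSO vehicle for no effect and wells lacking substrate for full effect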
KOR beta-arrestin-1 = KOR agonists, beta-arrestin recruitment, primary screen, cell-based, luminescence, uHTS (AID 1777). KOR beta-arrestin recruitment, luminescence; higher % means a stronger effect. activation, % at 10 µM; hits with a dose series show EC50 in µM. 0.02% of 280,000 active; in the data active = activation above about 50%, passing the limit was not always enough; also: a part of the inactive calls stands beside numbers as strong as those of hits
PMI inhibition = MPI inhibition at elevated mannose 6-phosphate – biochemical, fluorescence intensity, high mannose 6-phosphate, primary screen (AID 1220); inhibition, % at 20 µM; hits with a dose series show IC50 in µM; recombinant PMI enzyme, coupled fluorescence intensity; higher % means a stronger effect; 0.66% of 190,000 active
LYP phosphatase = PTPN22 lymphoid phosphatase activity blockers – biochemical, fluorescence intensity, uHTS (AID 1779) | 0.054% of 290,000 active | recombinant LYP phosphatase, fluorescence intensity; higher % means a stronger effect | one-dose inhibition, % at 11.5 µM; IC50 in µM for titrated hits;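 also: plate controls were vehicle with enzyme for no effect and no enzyme for full effect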
XIAP displacement = XIAP antagonists, biochemical, IAP family, fluorescence polarization (AID 1018) | XIAP BIR domain, fluorescence polarization peptide displacement; higher % means a stronger effect | 0.007% of 200,000 active | displacement, % at 20 µM; hits with a dose series show IC50 in µM; in the data active = displacement above about 50%; also: a part of the inactive calls stands beside numbers as strong as those of hits
NOD1 inhibition = NOD1 signaling inhibitors, primary screen, cell-based, luminescence, uHTS (AID 1578); NOD1-driven NF-kB luciferase reporter cells, luminescence; higher % means a stronger effect; inhibition, % at 4 µM, or EC50 in µM where a hit was titrated; 1% of 290,000 active; in the data active = inhibition mostly above about 36%, no sharp cut-off; inactive = mostly below about 34%;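 also: HEK-293T reporter cells stimulated with the NOD1 agonist gamma-tri-DAP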
NOD2 inhibition = NOD2 signaling inhibitors, cell-based, luminescence, uHTS, HEK293 (AID 1566); HEK293 NOD2/NF-kB luciferase reporter, luminescence; higher % means a stronger effect; one-dose inhibition, % at 4 µM; EC50 in µM for titrated hits; 0.63% of 290,000 active; also: many of its hits are not listed in these tables
KOR beta-arrestin-2 = KOR antagonists, beta-arrestin recruitment, cell-based, luminescence, uHTS (AID 1778). KOR beta-arrestin recruitment, luminescence, antagonist mode; higher % means a stronger effect. inhibition, % at 10 µM, or IC50 in µM where a hit was titrated. 0.091% of 290,000 active; also: strong numbers were not always called active
The depositor's hits bear a star; . = not tested or not shown; [ ] = another dose, or the depositor's remark. Rule as the data show it, unless noted: active = inhibition above about 50%; inactive = the rest. Only part of the results is shown, so the mix of outcomes need not match the whole.

SMILES,TNAP activators,human PMI inhibition,KOR beta-arrestin-1,PMI inhibition,LYP phosphatase,XIAP displacement,NOD1 inhibition,NOD2 inhibition,KOR beta-arrestin-2
Nc1nc(-c2ccc(-c3ccccc3)cc2)cs1,1.2,1%,0.0%,-3%,-1%,-3.7%,-65%,-113%,17%
CCOc1ccc(N2C(=O)C3Sc4[nH]c(=O)sc4C(c4ccc(OC)c(OC)c4)C3C2=O)cc1 (configuration not stated),.,.,-1.9%,.,-4%,.,-4%,11%,35%
O=c1[nH]c(=O)n(Cc2ccco2)c2c1C(C(F)(F)F)(C(F)(F)F)N=C(CCc1ccccc1)N2,1,-12%,3.8%,-6%,-5%,-3.6%,13%,-3%,-34%
Cc1ccc(S(=O)(=O)NC(=O)Nc2ccccc2)cc1,1.1,-3%,0.2%,-6%,-10%,-6.0%,-30%,8%,-22%
O=C(O)C1=C[C@H](c2csc3ccccc23)C[C@H](OCCCCO)O1,1.1,-4%,2.6%,-2%,-4%,-8.4%,-11%,26%,-21%
O=C(NCCCN1CCOCC1)C(=O)N/N=C/c1ccccc1,1.1,21%,5.7%,6%,-4%,-8.7%,-5%,-2%,-27%
CCN(CC)C(=O)CSc1ncnc2sc(-c3ccccc3)cc12,1,0%,-0.8%,-3%,-1%,1.3%,-8%,-25%,-48%
C=CCn1c(SCC(=O)Nc2ccccc2)nc2scc(-c3cccs3)c2c1=O,1.2,19%,5.0%,14%,1%,-13%,9%,0%,7%
COc1ccc(C(=O)NCc2ccc3c(c2)OCO3)c(OC)c1,.,.,5.5%,.,-8%,.,35%,12%,-37%[20 µM]
O=C(Cc1ccc(Cl)cc1)Nc1cccc(-c2nnc(-c3ccco3)o2)c1,1,10%,5.4%,10%,-2%,-4.6%,-4%,-3%,-9%
c1ccc(CN=C2NN=C(c3cc4ccccc4o3)CS2)cc1,1.1,-17%,-2.3%,-35%,3%,-6.1%,-43%,-11%,.
CC1SCC(=O)N(CC(=O)Nc2ccc3c(c2)OCO3)C1=O (configuration not stated),1.1,9%,-4.9%,9%,-8%,-5.8%,-14%,10%,-21%
Cc1ccc(NC(=O)OCc2cn(-c3ccc(Cl)cc3)nn2)cc1,1.1,8%,2.4%,8%,-11%,-3.6%,-22%,5%,-16%
CCOc1ccc(C(=O)N2CCc3cc(OC)c(OC)cc3C2)cc1OCC,1.1,19%,5.6%,28%,2%,-3.1%,-20%,2%,4%
CCNc1nc(CC)nc2c1oc1ccccc12,1.1,-22%,-3.1%,-27%,-7%,-1.8%,-9%,-4%,5%
Cc1ccc(C)c(/C=C/C(=O)c2ccccc(=O)c2O)c1,0.9,-8%,-0.8%,-22%,3%,-0.1%,-1%,13%,-5%
OCCN1CCN(C(=S)NCCc2ccccc2)CC1,1.1,10%,-2.9%,11%,-3%,-1.7%,-32%,-24%,0%
CSC1=NC(C)(C)C=C(/C=C/c2c(Cl)cccc2Cl)N1,1.1,7%,-0.1%,29%,-4%,-8.8%,10%,-3%,3%
Cc1onc(NC(=O)NC(=O)c2c(F)cccc2Cl)c1Br,.,.,3.4%,.,-5%,.,-23%,-9%,8%
CNS(=O)(=O)c1ccc(CCC(=O)N2CCN(c3ccccc3OC)CC2)cc1,.,.,2.8%,.,-6%,.,0%,-1%,-19%
O=C(O)Cc1coc(-c2ccc(F)cc2)n1,1.2,-4%,-4.5%,-8%,-10%,-0.6%,-15%,-5%,18%
COc1ccc(CCNC(=O)c2ccc(NS(=O)(=O)c3ccc4[nH]c(=O)[nH]c4c3)cc2)cc1OC,.,.,9.4%,.,-9%,.,-11%,0%,-14%
CCOCCCNC(=O)C(c1ccc(Cl)cc1)N(Cc1cccs1)C(=O)CNC(C)=O (configuration not stated),1.1,8%,0.3%,-3%,6%,-1.8%,-35%,-1%,18%
O=C(c1ccc(F)cc1)c1ccc(CN2C(=O)c3ccccc3C2=O)o1,1.1,4%,-1.5%,1%,-1%,-6.0%,8%,-15%,-19%[20 µM]

In the list so far, 2 contain a COOH group:
SMILES,TNAP activators,human PMI inhibition,KOR beta-arrestin-1,PMI inhibition,LYP phosphatase,XIAP displacement,NOD1 inhibition,NOD2 inhibition,KOR beta-arrestin-2
O=C(O)C1=C[C@H](c2csc3ccccc23)C[C@H](OCCCCO)O1,1.1,-4%,2.6%,-2%,-4%,-8.4%,-11%,26%,-21%
O=C(O)Cc1coc(-c2ccc(F)cc2)n1,1.2,-4%,-4.5%,-8%,-10%,-0.6%,-15%,-5%,18%

A draw from above in order of SMILES length, low to high.
SMILES,TNAP activators,human PMI inhibition,KOR beta-arrestin-1,PMI inhibition,LYP phosphatase,XIAP displacement,NOD1 inhibition,NOD2 inhibition,KOR beta-arrestin-2
O=C(c1ccc(F)cc1)c1ccc(CN2C(=O)c3ccccc3C2=O)o1,1.1,4%,-1.5%,1%,-1%,-6.0%,8%,-15%,-19%[20 µM]
CNS(=O)(=O)c1ccc(CCC(=O)N2CCN(c3ccccc3OC)CC2)cc1,.,.,2.8%,.,-6%,.,0%,-1%,-19%
CCOCCCNC(=O)C(c1ccc(Cl)cc1)N(Cc1cccs1)C(=O)CNC(C)=O (configuration not stated),1.1,8%,0.3%,-3%,6%,-1.8%,-35%,-1%,18%
COc1ccc(CCNC(=O)c2ccc(NS(=O)(=O)c3ccc4[nH]c(=O)[nH]c4c3)cc2)cc1OC,.,.,9.4%,.,-9%,.,-11%,0%,-14%

(list continues)
SMILES,TNAP activators,human PMI inhibition,KOR beta-arrestin-1,PMI inhibition,LYP phosphatase,XIAP displacement,NOD1 inhibition,NOD2 inhibition,KOR beta-arrestin-2
Cc1oc(-c2ccccc2)cc1C(=O)Nc1cccc(C(=O)O)c1,1,-10%,7.1%,-18%,-4%,-6.5%,21%,-30%,-58%
CC(=O)Nc1ccc(S(=O)(=O)N2CCN(C34CC5CC(CC(C5)C3)C4)CC2)cc1,1,2%,-2.3%,7%,0%,-1.3%,-9%,7%,36%
N#Cc1cc2c(nc1SCC(=O)Nc1sc3c(c1C#N)CCC3)CCC2,1.1,-4%,0.0%,-9%,11%,-2.9%,2%,-18%,16%
CC(C/C=N/NC(=O)COc1cc(Cl)ccc1Cl)c1ccccc1 (configuration not stated),1.1,16%,-0.3%,18%,-1%,-2.1%,-18%,6%,-3%
CCOC(=O)CN1CC23C=CC(O2)C(C(=O)NCCc2ccccc2)C3C1=O (configuration not stated),1.1,12%,-3.3%,11%,-7%,-5.0%,-7%,4%,1%
Cc1ccc(Nc2cc(C)nc(NCc3ccccc3)n2)cc1,1.1,6%,5.7%,4%,3%,-1.6%,-1%,8%,-82%
O=C(c1ccco1)N1CCN(C(=O)C2CCN(S(=O)(=O)Cc3ccccc3)CC2)CC1,1.1,-2%,-0.9%,7%,-7%,-4.2%,20%,20%,4%
O=C(Oc1ccc2c(c1)O/C(=C\c1ccncc1)C2=O)c1ccccc1,1.1,10%,18%,-5%,4%,1.0%,15%,-7%,25%
Cn1c(CNC(=O)c2ccc(Cl)cc2)nnc1SCC(=O)NC1CCCC1,.,.,-2.5%,.,-7%,.,-2%,-2%,-21%
Cc1cccc2nc(-c3ccccc3)nc(N3CCC(O)(c4ccc(Cl)cc4)CC3)c12,1.1,23%,2.0%,9%,4%,-5.0%,-4%,21%,-24%
O=C(NCC(Cl)c1ccc2ccccc2c1)c1c(F)cccc1F (configuration not stated),.,.,1.0%,.,-13%,.,31%*,-59%,-5%
Cc1ccc(C)c(OCC(=O)N/N=C/c2c(C)nn(-c3ccccc3)c2Cl)c1C,0.8,2%,-1.7%,27%,4%,-5.6%,-4%,18%,12%
O=C(CCc1ccc(S(=O)(=O)N2CCOCC2)cc1)N/N=C/c1cccc(O)c1,1.1,11%,-0.7%,-6%,-1%,-4.1%,-25%,8%,-15%
CCOc1ccc2nc(SCC(=O)Nc3nonc3C)[nH]c2c1,0.8,12%,-1.0%,12%,-9%,-4.1%,-18%,11%,-7%
CCn1c(C)nnc1SCC(=O)Nc1ccc(C(C)=O)cc1,.,.,-7.4%,.,-11%,.,10%,9%,-39%[20 µM]
N#CCOC(=O)c1c2c(nc3ccccc13)CCC2,1,3%,-8.3%,1%,-6%,-3.8%,-43%,-3%,2%

Some values from the entries so far:
Cc1ccc(C)c(OCC(=O)N/N=C/c2c(C)nn(-c3ccccc3)c2Cl)c1C – NOD1 inhibition = -4%
O=C(CCc1ccc(S(=O)(=O)N2CCOCC2)cc1)N/N=C/c1cccc(O)c1 – XIAP displacement = -4.1%
Cn1c(CNC(=O)c2ccc(Cl)cc2)nnc1SCC(=O)NC1CCCC1 – NOD2 inhibition = -2%
Cc1cccc2nc(-c3ccccc3)nc(N3CCC(O)(c4ccc(Cl)cc4)CC3)c12 – LYP phosphatase = 4%

Continuation.
SMILES,TNAP activators,human PMI inhibition,KOR beta-arrestin-1,PMI inhibition,LYP phosphatase,XIAP displacement,NOD1 inhibition,NOD2 inhibition,KOR beta-arrestin-2
Cc1cccc(C(=O)Nc2ccc3c(c2)C(=O)NC3=O)c1,.,.,-5.4%,.,-8%,.,-18%,4%,5%[20 µM]
CCCCOc1ccc(Cc2n[nH]c(=S)n2N)cc1,0.8,23%,1.7%,17%,-10%,-4.7%,33%,-19%,6%
CCOC(=O)c1cc2c(ccn2C)n1CC(=O)N1CCN(c2ccccc2)CC1,1.1,11%,-11%,36%,-2%,-5.6%,13%,-3%,-45%
C=CCOc1ccc(CNc2ccc(NC(=O)CCC)cc2)cc1OCC,1.1,9%,0.9%,6%,5%,-1.2%,-19%,12%,-5%
COc1ccccc1-n1cnc2cc(C(=O)NCC3CCCO3)ccc21 (configuration not stated),1.1,7%,1.0%,5%,-3%,10%,-24%,-8%,15%
O=C(NCc1ccccc1)C1CCCN(S(=O)(=O)c2ccc(Br)cc2)C1 (configuration not stated),.,.,-3.1%,.,-5%,.,-13%,21%,19%
Cc1cccc(N(C(=O)Cn2nnc(-c3ccccc3F)n2)C(C(=O)NC(C)(C)C)c2ccncc2)c1 (configuration not stated),1.1,6%,-0.1%,1%,-6%,-8.1%,-28%,10%,-26%
Cc1ccc2[nH]c(C)c(CCN(Cc3cccnc3)C(=S)NC(C)(C)C)c2c1,.,.,-3.2%,.,-2%,.,1%,3%,12%
COCCNCC(O)CON=C1c2ccccc2-c2ccccc21 (configuration not stated),1.1,5%,0.1%,1%,1%,-2.5%,-55%,-4%,-102%
COc1ccccc1NC(=O)CN1CCN(C(=O)c2ccco2)CC1,1.1,-2%,-2.6%,-5%,-2%,-5.4%,-32%,5%,-9%
O=c1ccc(-c2ccccc2)nn1Cc1ccc(F)cc1Cl,.,.,-6.8%,.,-4%,.,-10%,20%,8%
CCCN1CN(CCc2ccccc2)CNC1=S,0.9,5%,-5.0%,-6%,-10%,-6.6%,-2%,-5%,-38%
CCOc1ccc(Br)cc1S(=O)(=O)N1CCCC1,1.1,-6%,1.2%,-6%,-8%,0.5%,-9%,6%,36%
